Granule exo inh – blocks lytic granule exocytosis. TALL-104 LAMP-1 surface exposure, flow cytometry; cells stimulated with thapsigargin and PMA. inhibition, % at 10 µM. hit rate 0.66% among 360,000;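 active means inhibition above about 55%, limit read from the data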
Vif imaging – HIV Vif inhibition. inhibition, % at 7.49 µM. HEK293T cells, Vif self-association by quenched fluorescence, imaging, 24 h. hit rate 0.35% among 340,000; in the data active means inhibition above about 50%, passing the limit was not always enough; further: some results filed as inactive read as strong as hits
m5-HT2A agonist – mouse HTR2A agonism via beta-arrestin recruitment. P35363. CHO-K1 mHTR2A beta-arrestin complementation, luminescence; percent of 30 µM serotonin response. activation, % at 7.6 µM. hit rate 0.66% among 360,000;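 active means activation above a run cutoff, the mean activation of all tested compounds plus 3 SD, cut at about 14% in these data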;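 further: 0% = plate median of compound wells and 100% = 30 µM serotonin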
hiPSC survival – hiPSC single-cell survival enhancement; ATPlite luminescence; 100% = ROCK inhibitor wells, 0% = DMSO; survival enhancement, % at 20 µM; hit rate 0.044% among 360,000; AID 602274; in the data active means survival enhancement above about 18%;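 further: cells exposed to compounds for 16 hours before the ATP read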
PDI inh – inhibitors of human protein disulfide isomerase | hit rate 0.052% among 350,000 | inhibition, % at 10 µM | AID 588391 | PDI insulin aggregation turbidity, A650, 90 min | P07237;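 active means mean inhibition across replicates of 30% or more, whatever share of single replicates reach that level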;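 further: absorbance from insulin aggregation driven by PDI reduction with DTT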
N-glyco inh – N-linked glycosylation inhibition; D54 ERlucT glycosylation luciferase reporter, 24 h; percent of 100 nM tunicamycin response; hit rate 0.23% among 360,000; reporter increase, % at 12.5 µM;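 active means mean luciferase reporter signal, scaled so untreated is 0 and the glycosylation-blocking control 100, at or above a set limit in every replicate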;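 further: luciferase carries N-glycosylation sites so blocking glycosylation raises the light; 0% = median of neutral control wells and 100% = median of 100 nM tunicamycin wells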
aDG glyco up – increases alpha dystroglycan glycosylation; Pro5-aDG cells, alpha-DG glycosylation AlphaScreen (IIH6); 0% Pro5, 100% B10-LARGE cell signal; activation, % at 10 µM; hit rate 0.22% among 360,000; AID 624168;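 active means activation of at least 8% versus controls, or a plate z-score of at least 8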;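 further: Pro5 are CHO cells carrying HIG-tagged alpha-DG that lacks glycosylation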
CaV13 FRET inh – Primary screen for inhibitors of IQ motif and Ca2+-dependent inactivation inhibitor domain binding in CACNA1D, Förster resonance energy transfer in living cells, … | hit rate 0.098% among 340,000 | inhibition, % at 12.3 µM | HEK cells, CFP/YFP FRET ICDI-IQ, plate reader, 10 min; percent FRET-ratio fall versus neutral wells;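 active means mean replicate inhibition of at least 30% and at least 1% of replicates passing that level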;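 further: 0% = median of the neutral control wells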
Cardio protect – myocardial damage modulation in H9c2 cells; H9c2 cardiomyocytes, H2O2 injury protection, ATPLite, 2 h; protection from H2O2 cell death, % at 20 µM; hit rate 0.63% among 360,000; AID 588492;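 active means compounds giving at least 50% protection of heart cells from peroxide-induced death in the single-dose screen, raw or plate-pattern-corrected value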;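 further: 0% = DMSO wells with peroxide and 100% = DMSO wells without peroxide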
ABCB6 inh MLPCN – inhibitors of human ABC transporter ABCB6 | Q9NP58 | K562-ABCB6 porphyrin accumulation, flow cytometry, 1 h; stronger effect = lower value | fluorescence ratio to DMSO, % at 10 µM | hit rate 0.19% among 360,000 | AID 602162;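 active means fluorescence ratio to DMSO below 75%, the collection mean minus 3 SD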;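 further: signal is porphyrin accumulated inside mitochondria; 100% equals median channel fluorescence of DMSO control wells; lower ratio means ABCB6 inhibition with less porphyrin fluorescence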
Target sequence (Q9NP58 whole entry, looked up): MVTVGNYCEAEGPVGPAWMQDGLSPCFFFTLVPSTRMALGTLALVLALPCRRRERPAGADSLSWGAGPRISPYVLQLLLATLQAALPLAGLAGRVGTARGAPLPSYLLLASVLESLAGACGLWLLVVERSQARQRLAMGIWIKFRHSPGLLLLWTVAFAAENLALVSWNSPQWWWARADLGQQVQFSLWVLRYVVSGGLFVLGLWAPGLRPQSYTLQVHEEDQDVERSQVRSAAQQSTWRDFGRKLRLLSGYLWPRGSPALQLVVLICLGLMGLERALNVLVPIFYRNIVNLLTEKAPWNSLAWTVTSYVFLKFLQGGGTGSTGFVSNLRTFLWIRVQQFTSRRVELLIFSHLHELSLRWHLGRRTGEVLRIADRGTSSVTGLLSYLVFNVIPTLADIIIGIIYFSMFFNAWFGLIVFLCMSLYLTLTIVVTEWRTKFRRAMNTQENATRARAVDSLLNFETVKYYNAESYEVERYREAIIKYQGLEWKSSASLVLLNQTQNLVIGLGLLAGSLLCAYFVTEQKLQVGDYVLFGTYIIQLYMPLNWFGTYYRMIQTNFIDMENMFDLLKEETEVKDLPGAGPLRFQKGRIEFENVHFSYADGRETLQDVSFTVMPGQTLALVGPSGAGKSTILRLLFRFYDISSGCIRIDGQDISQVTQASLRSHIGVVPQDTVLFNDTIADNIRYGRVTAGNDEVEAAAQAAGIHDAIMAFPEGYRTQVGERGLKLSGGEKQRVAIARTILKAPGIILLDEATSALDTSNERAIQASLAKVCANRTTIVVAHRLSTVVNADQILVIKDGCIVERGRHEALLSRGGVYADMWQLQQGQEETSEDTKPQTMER
An asterisk follows results filed as active; i = inactive; . = no result given; & = joins results of further samples.

SMILES	Granule exo inh	Vif imaging	m5-HT2A agonist	hiPSC survival	PDI inh	N-glyco inh	aDG glyco up	CaV13 FRET inh	Cardio protect	ABCB6 inh MLPCN
Cc1nc(N)[nH]c(=O)c1CCCNc1ccc(CCCCC2(CCl)OCCO2)cc1	-1	-1	-1	-1.2	-41	-1	0.5	-12	-9	96
O=C(O)C1CCN(c2ccc([N+](=O)[O-])cc2[N+](=O)[O-])CC1	-1	-6	3	0.1	1	-1	0.0	-4	6	98
Cc1cccc(C)c1NC(=S)NCCc1ccccn1	-3	-12	2	2.6	14	1	0.0	-4	-2	95
O=C(O)CC1c2ccccc2CCN1S(=O)(=O)c1ccc(F)cc1 (centres undefined)	-11	4	7	0.4	0	2	0.0	-3	5	99
CCC(CO)Oc1cc(NC(=O)c2ccccc2Cl)c2ncn(C(C)C)c2c1 (centres undefined)	3	-4	1	-1.3	1	-3	-0.3	-10	4	101
Cc1cc(N2CCC(C)CC2)nc(-c2ccccc2O)n1	-1	3	-1	-0.8	1	0	0.2	5	-9	97
COC(C(=O)Nc1ccnn1C1CCN(Cc2ccccn2)CC1)c1ccccc1 (centres undefined)	0	-6	1	0.1	-5	1	0.0	.	3	97
COc1ccc(/C=C/C(=O)NCC(=O)N/N=C/c2cccnc2)cc1	-1	-3	-2	3.1	-5	0	0.2	-4	-8	105
C/C(=N\NC(=O)c1nnn(-c2nonc2N)c1-c1ccccc1)c1cccnc1	7	7	0	-0.4	14	1	0.1	-3	6	95
CC(C)OC(=O)CN1C(=O)c2ccccc2C1=O	3	-11	5	-2.1	7	1	-0.1	-6	7	101
O=C(NC1CCCC1)C(c1ccccn1)N(Cc1ccccc1F)C(=O)c1csnn1 (centres undefined)	-13	7	6	0.3	-1	1	0.1	-20	1	104
CCOC(=O)c1nc(-c2ccccc2)sc1C(C)=O	1	-10	-2	-0.8	4	0	-0.1	-4	-8	112
Cc1cc(O)c(NC(=O)c2cc([N+](=O)[O-])ccc2Cl)cc1C	5	-9	3	-0.6	1	24	0.3	2	-6	98
COc1ccccc1/C=C/CN1CCCC(CCC(=O)NCc2ccccc2F)C1 (centres undefined)	5	-4	-12	-0.6	2	2	0.0	-1	-11	102
Cn1c(SCC(=O)NC2CC2)nnc1-c1ccccn1	-2	0	6	0.0	3	0	-0.1	-6	6	92
Cc1cc(C)nc(Sc2ccc([N+](=O)[O-])cc2[N+](=O)[O-])n1	5	-4	1	-1.5	-6	14	1.5	-6	-9	100
Cc1ccc(S(=O)(=O)NC(C(=O)OCC(=O)NC(=O)c2cccn2C)C(C)C)cc1 (centres undefined)	0	5	5	0.3	-10	2	-0.1	-4	-11	99
O=C(N/N=C/c1cc([N+](=O)[O-])ccc1O)c1cc(-c2ccccc2)nc2ccccc12	-7	16	1	-0.2	12	-10	0.1	-4	17	90
CCCCC(CC)COC(=O)C(C#N)=C(c1ccccc1)c1ccccc1 (centres undefined)	0	-7	-1	0.7	.	-7	-0.2	.	-8	100
CN1C(=O)c2ccc(S(=O)(=O)c3ccc(C(=O)O)cc3)cc2C1=O	-1	3	2	-1.9	2	0	-0.4	-7	2	108
O=C(Cn1cc([N+](=O)[O-])ccc1=O)N1CCCc2ccccc21	2	.	2	-0.2	7	2	0.7	-2	4	91
O=C(CC1C(=O)N(c2ccc(Cl)cc2)C(=S)N1CCc1ccncc1)Nc1ccc(F)cc1 (centres undefined)	0	6	-2	1.2	0	0	0.6	-8	-11	100
Cn1c(=O)c2ncn(CC(=O)NCCOc3ccccc3)c2n(C)c1=O	-3	17	0	-0.9	-2	1	-0.1	-5	4	102
Cc1nccn1CC(O)Cn1c2ccccc2c2ccccc21 (centres undefined)	0	9	-6	1.0	2	-1	-0.1	-3	10	99
COc1ccc(-c2nc(-c3cccnc3)no2)cc1	-5	-6	-1	-0.8	6	-10	0.0	-5	-12	100
CCCCOc1ccccc1NC(=O)CC1SC(=NCC)N(CC)C1=O (centres undefined)	-2	-11	-1	-0.8	0	-3	-0.1	.	32	113
O=C(CN1C(=O)NC2(CCCC2)C1=O)NCc1ccco1	0	10	3	-0.4	-2	2	-0.1	-3	1	98
O=C(C1CC1)N1CCN=C1SCc1cccc(F)c1	-2	3	2	0.2	.	1	-0.1	-1	7	99
CN(CCC#N)C(=O)CSc1nnc(-c2ccco2)n1N	-10	4	-2	1.4	1	3	-0.3	-2	6	105
Fc1ccc(NC(=S)N2CCn3cccc3C2c2cccnc2)cc1 (centres undefined)	2	1	-1	-0.3	3	4	0.2	-66	-6	104

Given field by field: entries from further up
Cc1nccn1CC(O)Cn1c2ccccc2c2ccccc21 (centres undefined)
- Granule exo inh = 0
- Vif imaging = 9
- m5-HT2A agonist = -6
- hiPSC survival = 1.0
- PDI inh = 2
- N-glyco inh = -1
- aDG glyco up = -0.1
- CaV13 FRET inh = -3
- Cardio protect = 10
- ABCB6 inh MLPCN = 99
COc1ccc(-c2nc(-c3cccnc3)no2)cc1
- Granule exo inh = -5
- Vif imaging = -6
- m5-HT2A agonist = -1
- hiPSC survival = -0.8
- PDI inh = 6
- N-glyco inh = -10
- aDG glyco up = 0.0
- CaV13 FRET inh = -5
- Cardio protect = -12
- ABCB6 inh MLPCN = 100

(cont.)
SMILES	Granule exo inh	Vif imaging	m5-HT2A agonist	hiPSC survival	PDI inh	N-glyco inh	aDG glyco up	CaV13 FRET inh	Cardio protect	ABCB6 inh MLPCN
O=C(CNS(=O)(=O)Cc1ccccc1)NNc1ccccc1	-6	.	6	-0.4	.	1	0.0	-8	0	100
CCOc1cc(Cl)c(CNCCCN2CCOCC2)cc1OC	11	0	2	-0.6	-1	1	0.0	-20	4	94
COc1ccc(-c2cccc(C(=O)Nc3ccccc3C)c2)cc1	5	6	1	0.4	9	0	0.0	-2	1	98
CN1CCN(C(=O)C2CCCN(S(=O)(=O)c3ccc(Br)cc3)C2)CC1 (centres undefined)	-6	-3	2	0.1	-4	1	-0.2	-5	-4	97
CN(C)CCN1CCN(C2CN(C3CCCC3)S(=O)(=O)C2)CC1 (centres undefined)	-3	.	3	0.3	.	2	-0.1	-6	4	91
Cc1ccc(S(=O)(=O)ON2C(=O)c3ccccc3C2=O)c(C)c1	39	12	2	-2.2	-8	12	-0.1	-16	-9	103
Cc1ccc(Nc2nc(CSc3nnnn3-c3ccccc3)cs2)cc1	1	-2	-8	6.0	-4	-4	0.3	-4	-4	97
CCC1OC(C2CC2)CC2=C1C(=O)OC(C)(C)O2 (centres undefined)	-7	.	-2	-0.7	.	.	0.0	-5	.	97
CCOc1ccc(Cl)cc1CNCCCSc1nc(C)cc(C)n1	87*	-3	-3	-0.3	5	-1	0.8	-5	-14	102
COc1cc2c(cc1OC)CN(C(=O)NS(=O)(=O)c1ccc(C)cc1)CC2	4	13	-2	1.4	-6	1	-0.2	-14	1	96
CC1SCC(=O)N(CC(=O)Nc2ccc3c(c2)OCO3)C1=O (centres undefined)	-3	-11	-2	0.2	-9	1	-0.2	-3	2	94
COc1c(Cl)cnn(-c2ccccc2)c1=O	-4	-8	6	7.5	1	3	0.0	-5	4	107
COc1ccccc1N1C(N)=NC(N)=NC1(C)C	0&-5	3&0	3&6	1.5&1.2	-10&-11	-1&2	0.1&-0.2	-12&-6	10&12	105&96
COc1cc2c(c(OC)c1OC)C(c1ccc(O)cc1)CC(=O)O2 (centres undefined)	0	4	3	4.4	4	1	0.0	-6	4	98
CC(=O)NC1C(Oc2ccccc2C)OC2COC(c3ccco3)OC2C1O (centres undefined)	-2	6	2	0.2	-5	3	0.1	-3	-1	100
CCOCCCNc1nc2c(C)cccn2c(=O)c1/C=C1\SC(=S)N(C(C)CC)C1=O (centres undefined)	3	2	-5	-0.3	7	-2	0.0	-5	-4	i
CCN(CC)CCCN(Cc1cc2cc(OC)ccc2[nH]c1=O)C(=O)Nc1ccc(F)cc1	-3	-6	2	-3.9	-1	-2	-0.2	-6	25	95
COc1cc(-c2nnc(SCC(=O)N3c4ccccc4Sc4ccccc43)o2)cc(OC)c1OC	-1	6	0	0.2	18	1	0.1	.	8	114
O=C(CCc1cnccn1)NC1CCCc2c1cnn2-c1ccc(F)cc1F (centres undefined)	-1	.	1	0.6	-1	1	0.0	-4	-4	102
CC1CC(C)CN(CCCNC(=O)c2ccc(CS(=O)(=O)Cc3ccccc3F)o2)C1 (centres undefined)	-4	3	2	-0.1	-2	-2	-0.3	-5	6	119
COc1ccc(CC(C)Nc2cccc(SC)c2)cc1 (centres undefined)	2	-3	4	-0.6	5	-2	-0.2	-4	-8	105
CCCCn1c(C(C)NC(=O)CC)nc2ccccc21 (centres undefined)	-2	-5	3	6.8	.	3	-0.2	-5	6	90
CN(C)CC(C)(C)CNC(=O)c1cc(=O)c2ccccc2o1	-1	1	-3	-0.9	6	1	-0.3	-3	17	99
Oc1ccc(C[C@@H]2CNC(=S)N2CCc2cc(C(F)(F)F)cc(C(F)(F)F)c2)cc1	-4	8	0	-1.6	-4	0	0.4	-10	-9	97
Cc1nc2cc(C(=O)OCC(=O)N(CC(C)C)C3CCS(=O)(=O)C3)ccc2n1-c1ccccc1 (centres undefined)	-1	12	-2	3.5	-4	1	-0.1	-1	-7	101
N#CC1=C(N)N(c2ncn[nH]2)C2=C(C(=O)CCC2)C1c1ccc(F)cc1 (centres undefined)	-2	.	1	-0.9	-2	2	-0.1	-3	-4	100
COc1ccc(C2CC(C)(c3ccc(OC)cc3)Nc3ccccc3N2)cc1 (centres undefined)	-1	1	-3	-0.7	6	3	-0.2	-4	-6	93
O=C(c1nnc(-c2ccncc2)o1)c1ccccc1Cl	2	5	7	-0.1	0	1	0.1	-3	-3	103
CCCCC1Cc2[nH][nH]c(=O)c2C(c2ccc(Cl)cc2)O1 (centres undefined)	4	.	-6	-1.2	.	.	-0.3	-5	.	97
Cc1noc(C)c1-c1nc(CS(=O)(=O)c2ccccc2)no1	-1	7	8	1.7	-1	2	0.0	7	10	101
Cc1ccc(-c2nnc(N3CCCCC3)c3ccccc23)cc1S(=O)(=O)NCC1CCCO1 (centres undefined)	4	.	8	-0.9	6	1	0.3	-7	-3	100
O=C(Nc1ccc2oc(=O)ccc2c1)c1cc2ccccc2o1	0	-1	1	-2.1	4	-2	0.1	.	3	91
CCc1nc(N2CCN(C(=O)c3ccccc3)CC2)c2c3c(sc2n1)CCCC3	14	-2	0	0.4	-1	-4	-0.5	-5	17	90
Cc1ccc(S(=O)(=O)C2CCCCC2=O)cc1 (centres undefined)	-1	-2	-1	-1.3	2	1	0.2	-20	-5	101
O=C(Nc1cccnc1Cl)c1cccs1	-2	16	-2	-0.4	-2	1	-0.1	-2	-5	96
OCCNc1nc(Nc2ccccc2Cl)nc(N2CCCC2)n1	-3	4	-6	0.2	-2	3	-0.2	-3	-3	99
CCOC(=O)Cn1c(-c2cccnc2Cl)nc2ccccc21	2	-2	-2	-2.2	8	3	-0.2	-9	4	93
CCOC(=O)NC(=S)c1ccc[nH]1	18	-1	7	-2.6	15	5	0.1	9	0	104
O=C(CCCC(=O)N(CC(=O)NC1CCCC1)C1CCCC1)Nc1ccccn1	-2	0	1	2.4	0	1	0.1	-6	1	115
CC(C)c1ccc(CNc2ccc3c(c2)ncn3C)cc1	-9	0	-6	-0.5	12	1	0.2	-4	-12	95
